CHO-K1 Ca ag = counter-screen for M1 agonists: effect in parental CHO-K1 cells; Fluo-8 calcium fluorescence; scaled to maximal ATP response, vehicle zero; hit rate 0.48% among 360,000; activation, % at 3 µM; in the data active = activation above about 15%;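 also: untransfected CHO-K1 host cells lacking M1 receptor as counterscreen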
CHO-K1 Ca antag = M1 antagonist counterscreen hit in parental CHO-K1 cells; ATP-induced calcium, Fluo-8 fluorescence; inhibition, % at 3 µM; hit rate 0.6% among 360,000;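 active = inhibition above a per-plate cutoff, the plate's mean sample inhibition plus 3 SD, cut at about 24% in these data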;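 also: 0% = DMSO plus EC80 ATP and 100% = DMSO alone without ATP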
OXTR potentiator = human OXTR potentiators, primary screen, fluorescence, CHO-OTR cells, Fluo-8 calcium; Oxytocin receptor (Homo sapiens), P30559; Fluo-8 calcium fluorescence, potentiator mode; 0% = oxytocin EC15, 100% = EC100; activation, % at 3 µM; hit rate 0.061% among 320,000; AID 2445, 2010;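 active = activation above that plate's cutoff, the mean activation of tested compounds plus 3 SD, cut at about 6.6% in these data, passing the limit was not always enough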;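 also: 100% uses oxytocin at 75 nM as the full agonist control; some results filed as inactive read as strong as hits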
Target sequence (P30559 whole entry, looked up): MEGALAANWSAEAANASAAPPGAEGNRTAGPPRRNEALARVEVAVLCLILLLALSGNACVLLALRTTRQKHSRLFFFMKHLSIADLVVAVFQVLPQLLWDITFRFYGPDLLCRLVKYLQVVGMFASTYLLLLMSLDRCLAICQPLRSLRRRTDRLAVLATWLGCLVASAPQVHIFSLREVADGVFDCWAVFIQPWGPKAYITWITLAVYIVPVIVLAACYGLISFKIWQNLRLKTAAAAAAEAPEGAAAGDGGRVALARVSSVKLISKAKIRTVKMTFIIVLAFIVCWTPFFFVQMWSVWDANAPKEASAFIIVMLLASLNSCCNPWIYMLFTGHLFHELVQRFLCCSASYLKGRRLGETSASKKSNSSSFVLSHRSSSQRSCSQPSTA
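Replication – single well per compound, singlicate · Assay system – CHO cell line stably expressing human OTR · Timing – 6 min pre-incubation, 100 s read · Measure – normalized max/min fluorescence ratio, % activation · Doses – 3.0 µM, one dose · Detection – Fluo-8 calcium dye fluorescence · Probe or stimulus – oxytocin near EC15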
TAAR1 ag = human TAAR1 agonists, primary screen, Fluo-8 calcium fluorescence, CHO RD-HGA16 cells; Trace amine-associated receptor 1 (Homo sapiens), Q96RJ0; vehicle wells 0%, saturating PEA agonist 100%; activation, % at 3 µM; hit rate 0.99% among 360,000; AID 624467, 2012;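 active = activation above the mean activation of all test compounds in the run plus 3 SD, cut at about 38% in these data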
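System: CHO-derived RD-HGA16 cells with stable Gα16 and human TAAR1 / Times: 17-24 h plating, Fluo-8 75 min 37 °C, 30 min RT / Technique: calcium-sensitive Fluo-8 signal, excitation 470-495, emission 515-575 nm / Measure: % activation relative to PEA EC100 response / Benchmarks: DMSO and PEA EC100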
CHO parental Ca = ATP-evoked calcium signal inhibitors, parental CHO, primary screen, counter-screen for OX1R antagonist project, cell-based, fluorescence, Fluo-8 calcium dye; inhibition, % at 5.6 µM; AID 463079, 2010; hit rate 0.63% among 330,000; parental CHO-K1, ATP-induced calcium, Fluo-8 fluorescence;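 active = inhibition above that plate's mean sample inhibition plus 3 SD, cut at about 26% in these data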;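 also: 0% = ATP-challenged DMSO wells and 100% = DMSO wells without ATP; some compounds past the cut are filed as inactive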
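Material – parental CHO cells · Reagent – ATP stimulus · Compound – single nominal dose of 5.6 µM per compound · Detection – Fluo-8 fluorescence · Read-out basis – percent inhibition of calcium signal · Controls – ATP-challenged DMSO wells low, unchallenged DMSO wells high · Repeats – no replicates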
V1R ag counter = agonists of human V1a receptor, primary screen, counter-screen for OXTR agonist project, fluorescence, CHO-V1R cells. Vasopressin V1a receptor (Homo sapiens), P37288. Fluo-8 calcium fluorescence, agonist mode; 0% DMSO, 100% 3 nM vasopressin. activation, % at 3 µM. hit rate 0.25% among 320,000. AID 2797, 2010;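 active = activation above the mean activation of all tested compounds plus 3 SD, per screening run, cut at about 20% in these data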;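 also: signal is peak over basal fluorescence ratio across a 100 second FLIPR read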
Target sequence (P37288 whole entry, looked up): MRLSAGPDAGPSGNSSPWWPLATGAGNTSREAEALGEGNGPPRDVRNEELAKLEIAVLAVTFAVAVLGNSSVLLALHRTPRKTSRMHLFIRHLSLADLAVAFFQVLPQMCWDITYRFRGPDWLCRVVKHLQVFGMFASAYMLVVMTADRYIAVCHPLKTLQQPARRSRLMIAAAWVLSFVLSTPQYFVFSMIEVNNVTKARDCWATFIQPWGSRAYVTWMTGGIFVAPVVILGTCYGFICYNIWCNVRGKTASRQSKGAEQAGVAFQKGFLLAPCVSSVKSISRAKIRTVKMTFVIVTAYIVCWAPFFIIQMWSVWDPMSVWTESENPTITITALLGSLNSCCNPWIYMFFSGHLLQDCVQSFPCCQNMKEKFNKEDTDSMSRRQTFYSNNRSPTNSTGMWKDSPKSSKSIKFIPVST
TAAR1 antag = human TAAR1 antagonists, primary screen, Fluo-8 calcium fluorescence, CHO RD-HGA16 cells; antagonist; inhibition, % at 3 µM; hit rate 1.5% among 360,000; AID 624466, 2012;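 active = inhibition above a per-plate cutoff, the mean inhibition of test compounds on that plate plus 3 SD, cut at about 49% in these data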;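 also: 0% = DMSO plus EC80 beta-PEA response and 100% = DMSO alone without agonist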
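Material: RD-HGA16 CHO cells with stable hTAAR1 and Gα16; Dosing: single nominal final test compound concentration of 3 µM; Schedule: seeding 17-24 h prior, 75-min 37 °C, 30-min RT dye loading; Detection: kinetic Fluo-8 calcium fluorescence measurement; Measure: % inhibition from peak post-agonist over basal fluorescence ratio; Benchmarks: vehicle and agonist controls.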
CHO-K1 Ca PAM = nonselective calcium activators in parental CHO-K1 cells, primary screen, counter-screen for M1 PAM project, cell-based, Fluo-8 calcium fluorescence, full deck, 1536-well; ATP EC20; 0% at ATP EC20, 100% at ATP max; activation, % at 3 µM; hit rate 0.02% among 360,000; AID 602247, 2012;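 active = activation above the run cutoff, the mean activation of all test compounds plus 3 SD, cut at about 40% in these data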;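 also: peak over basal fluorescence ratio in a 140 s read after ATP addition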
CHRM1 agonist = human M1 muscarinic receptor agonists, primary screen, Fluo-8 calcium fluorescence, CHO-K1 cells, HTS; hit rate 0.33% among 360,000; Muscarinic acetylcholine receptor M1 (Homo sapiens), P11229; CHO-K1 hM1, agonist mode; 0% DMSO, 100% acetylcholine EC100; AID 588814, 2011; activation, % at 3 µM;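 active = activation above the run's mean compound activation plus 3 SD, cut at about 16% in these data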;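 also: peak over basal fluorescence ratio within a 140 s kinetic read after compound addition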
* marks the source's active call; other numbers are inactive results; . = not tested or not shown.

Value order: CHO-K1 Ca ag	CHO-K1 Ca antag	OXTR potentiator	TAAR1 ag	CHO parental Ca	V1R ag counter	TAAR1 antag	CHO-K1 Ca PAM	CHRM1 agonist
CCN(CC)S(=O)(=O)c1ccc(OC)c(NC(=O)CCc2c(C)noc2C)c1
→ 0.3	-14	-4	1	-5	0.3	7	15	-4
COc1cc(CNC2CCCc3ccccc32)cc(OC)c1OC (configuration not stated)
→ 2.1	-11	-9	2	-23	0.6	0	21	-6
Cc1cccc(NS(=O)(=O)c2cccc(C(=O)Nc3cccc(C(=O)O)c3)c2)c1
→ 2.2	4	0	4	-4	-0.3	4	-1	1
CCOC(=O)c1ccc2c(c1)[nH]c(=S)n2CC
→ 1.2	-4	6	1	2	-0.4	8	29	-5
COc1ccc(CNC(=O)c2ccc3c(c2)N(C)C(=O)CS3=O)cc1 (configuration not stated)
→ 2.2	15	-5	3	0	2.8	2	-13	-1
O=C(N/N=C/c1ccco1)c1cc(-c2ccc(Br)s2)[nH]n1
→ 0.3	10	4	12	-4	1.2	-2	-26	-1
COc1ccc(C(C)=O)cc1CN(C)C
→ 0.3	4	-6	4	-7	1.7	5	3	-3
Cc1ccc(NC(=O)CSCC(=O)N(C)CC(=O)Nc2c(C)cccc2C)cc1
→ 0.0	0	.	2	.	.	-24	1	-3
O=C(c1cccs1)N1CCN(c2ncccn2)CC1
→ 0.8	-2	-1	0	-14	0.9	2	16	-1
FC(F)Sc1ccc(NC(=S)NCC2CCCCC2)cc1
→ 13	17	-9	9	22	8.7	50*	6	1
CCCCN(C(=O)c1cc(-c2ccc(F)cc2)nc2ccccc12)c1c(N)n(CCCC)c(=O)[nH]c1=O
→ 0.6	2	.	-1	.	.	-7	-2	-4
Cc1nnc(NC(=O)CCN2C(=O)C3CC=CCC3C2=O)s1 (configuration not stated)
→ 0.3	-1	.	1	.	.	-32	4	-1
Cc1cc(C)cc(NC(=O)OCCN2CCN(Cc3ccccc3)CCC2=O)c1
→ -0.6	7	-5	4	3	2.0	-7	-19	-2
Cc1ccc(C(=O)O)cc1-c1ccc(/C=C2\SC(=O)N(CC(=O)Nc3ccccc3)C2=O)o1
→ 0.1	5	-5	10	-7	-0.3	-1	7	-5
COc1ccc(C(NC(=O)C(C)C)c2c(O)ccc3ccccc23)cc1OC (configuration not stated)
→ 1.7	2	-2	11	-10	0.9	11	11	-4
CSCCC(NS(=O)(=O)c1ccc(Cl)cc1)C(=O)OCC(=O)NC1CCCCC1 (configuration not stated)
→ 4.7	-9	-15	11	-10	1.2	16	20	-1
O=C(NCc1ccccc1Cl)C1CCC(=O)N(C2CCCC2)C1 (configuration not stated)
→ 0.3	-15	-1	1	-17	-0.3	-17	17	-1
COCCN(CC(=O)NCC1CCCO1)C(=O)CCC(=O)Nc1cc(C)ccn1 (configuration not stated)
→ -0.1	1	-2	11	-16	-0.5	-8	-6	0
Cc1cccnc1NC(=O)Cn1nc([N+](=O)[O-])cc1C
→ 0.7	-14	-6	-1	2	-0.3	-18	18	-3
CC(C)C(NS(=O)(=O)c1cccc2nsnc12)C(=O)NCc1ccc2c(c1)OCO2 (configuration not stated)
→ 0.6	1	-5	1	-14	-0.2	-15	4	-1
Cc1cc(C)cc(OCC(=O)OCC(=O)NCc2ccco2)c1
→ 0.0	-16	2	5	-1	-1.2	19	18	-4
COC1C(O)C(O)C(O)C(O)C1O (configuration not stated)
→ 0.1	5	.	2	.	.	5	7	0
Cc1ccc(CCNC(=O)C(C)n2nc(C)c3c(C)n(-c4ccccc4)nc3c2=O)cc1 (configuration not stated)
→ 0.2	-14	3	-3	-16	1.0	-27	20	-5
CC(C)(C)c1ccc(-c2nnc3sc(-c4ccncc4)nn23)cc1
→ 1.1	-50	1	15	-8	-0.6	-10	15	-1
Nc1ccc(C(=O)N/N=C/c2cccc(Oc3ccccc3)c2)cc1
→ 2.2	9	.	2	.	.	16	10	0
CCOc1ccc(/C=N/NC(N)=S)cc1
→ -0.2	-17	-2	-1	-3	-1.3	-11	32	-7
Cc1cc(C(=O)NC(C)c2ccncc2)cs1 (configuration not stated)
→ 0.8	-3	-3	7	-15	-0.4	6	17	-5
COc1ccc(C2=NN(CC(=O)Nc3cc(C)ccc3C)C(=O)CC2)cc1
→ 0.1	0	1	1	-20	0.4	-13	4	-1
COc1ccccc1NC(=O)c1sc2ncn(CC(=O)Nc3ccccc3)c(=O)c2c1C
→ 0.0	2	-1	2	-5	0.1	-23	-15	1
CC(C)(O)C#Cc1cccc(-c2nc(C(=O)NCCCN3CCOCC3)cc3c2[C@H](CCO)N(S(=O)C(C)(C)C)C3)c1 (some centres not stated)
→ 0.8	-14	.	1	.	.	-6	11	-4
O=P(O)(O)c1cc(-c2ccccc2)oc1-c1ccccc1
→ -0.4	5	2	1	0	1.5	-16	15	-3
CCn1cc(C(=O)NCc2ccc(C)cc2)c(=O)c2cc(S(=O)(=O)N(C)C)ccc21
→ 1.4	-14	-6	10	-14	-0.3	-1	11	-3
CCC1Oc2ccccc2N(CC(=O)N2CC(C)CC(C)C2)C1=O (configuration not stated)
→ -0.7	21	.	1	.	.	-10	-16	-5
Cn1c(-c2ccccc2)c[n+]2c1CCCCC2
→ 0.9	-22	3	0	2	-1.2	-12	26	-4
COc1ccc(N2CCN(C(=O)c3cc(=O)c4cc(C)cc(C)c4o3)CC2)cc1
→ -0.4	-18	3	-3	-13	-0.8	-3	9	-5
Cc1ccc(C2CCN(C(=S)Nc3cccc(Cl)c3)C2)cc1 (configuration not stated)
→ 2.2	-8	-13	-1	-12	1.2	-9	14	-5
Cc1nn(C)c(NC(=O)c2ccccc2Cl)c1Br
→ 2.7	-16	-4	0	-2	2.3	-11	17	-5
Cc1ccc(-n2c(O)c(C=Nc3ccccc3-c3n[nH]c(=S)[nH]c3=O)c3ccccc3c2=O)cc1C
→ 0.8	3	.	2	.	.	29	19	-5
COc1cc(CC(=O)N2CCc3ccccc32)cc(OC)c1OC
→ 2.1	-2	-17	14	-8	5.1	11	4	0
Cc1ccc(-n2nc(C)c(C(C)(O)C(F)(F)F)c2N)cc1 (configuration not stated)
→ 0.4	-15	-3	3	-10	0.8	15	22	-5
CCOc1ccc(S(=O)(=O)Nc2cccc(C)c2)c2cccnc12
→ 0.8	9	-5	0	-14	0.7	-14	11	9
CS(=O)(=O)N(CCc1ccccc1)CC(=O)NCc1ccccc1Cl
→ 1.1	2	-20	0	-21	1.3	10	-3	-7
O=C(CSc1nc2ccccc2c(=O)n1-c1ccccc1)N1CCN(CCO)CC1
→ 0.5	-14	-15	3	0	-0.4	-3	-2	-2
O=C(CN1C(=O)c2cccc3cccc(c23)C1=O)NCCN1CCOCC1
→ 0.2	-10	0	7	15	0.4	-1	16	-4
CCN(CC)S(=O)(=O)c1ccc(NC(=O)COc2nc3ccccc3nc2N2CCOCC2)cc1
→ -0.3	1	-1	2	-7	1.7	-24	-13	-6
CCCCN(C(=O)c1cccc(S(=O)(=O)N2CC(C)OC(C)C2)c1)c1c(N)n(CC(C)C)c(=O)[nH]c1=O (configuration not stated)
→ -0.2	4	-6	0	-2	0.6	-19	1	-2
CCOC(=O)c1sc(NC(=O)CSc2n[nH]c(CC)n2)nc1C
→ 3.0	-20	-4	3	1	0.9	-14	22	5
O=C(Nc1cc(-c2ccccc2)nn1-c1ccccc1)c1ccccc1F
→ -0.2	-14	-8	16	-11	0.6	27	8	-3
CN(C)c1nc(OCCNC(=O)Nc2ccccc2)nc(N(C)C)n1
→ 5.1	1	-5	21	-15	2.9	8	16	-1
COCCn1nnnc1CN1CCC(NC(=O)Nc2cccc(OC)c2)CC1
→ 0.6	-11	2	8	1	-0.2	-21	8	-4
Clc1cccc(-c2ccc(CNCCCN3CCOCC3)o2)c1
→ 2.6	-9	-8	1	-6	2.5	-15	20	-9
O=c1c2cnn(-c3ccccc3)c2nnn1Cc1ccccn1
→ 0.3	-4	-7	15	-19	0.3	-1	5	-2
O=C(NCc1ccccc1)c1c(O)c2cccc3c2n(c1=O)CCC3
→ 0.1	-9	-7	18	-23	0.4	-27	15	-3
CSc1ccc(/C=C(/NC(=O)c2ccccc2)C(=O)N2CCN(C)CC2)cc1
→ 0.1	-2	-10	2	-19	-0.1	-15	-3	-3
CC(C)CN1C(=O)c2ccc(C(=O)Nc3ccccc3C(=O)O)cc2C1=O
→ 1.1	-5	-5	2	-5	-0.2	-44	-1	-2
CCC(=O)Nc1nnc(S(=O)(=O)N2c3ccccc3CC2C)s1 (configuration not stated)
→ -0.1	9	-8	0	-9	2.8	-13	1	1
COc1cc(OC)c(OC)cc1/C=C(\C#N)C(=O)NCc1cccs1
→ 0.3	-7	.	0	.	.	-39	16	-4
Cc1cc(N2CCCC(C(=O)Nc3cccc(Cl)c3)C2)n2ncnc2n1 (configuration not stated)
→ 3.0	-14	1	2	-18	2.8	-24	-7	-7
CSC(=NS(=O)(=O)c1ccc(C)cc1)SC
→ 4.2	15	-2	4	-11	-0.4	-2	1	-5
NS(=O)(=O)c1ccc(CCNC(=O)CSCc2ccccc2)cc1
→ 1.1	-24	-9	-1	0	1.4	10	29	1

Following part:
Value order: CHO-K1 Ca ag	CHO-K1 Ca antag	OXTR potentiator	TAAR1 ag	CHO parental Ca	V1R ag counter	TAAR1 antag	CHO-K1 Ca PAM	CHRM1 agonist
Cc1ccc(OCC(=O)O/N=C(\N)c2ccncc2)cc1C
→ 5.5	-13	-13	1	-1	4.3	0	9	2
Nc1nc(N2CCN(c3cccc(Cl)c3)CC2)n[nH]1
→ 0.2	-3	-5	3	1	2.4	-25	-6	-3
COc1ccc(Cl)cc1NC(=O)CSc1nc2[nH]ncc2c(=O)[nH]1
→ 0.0	-2	.	4	.	.	-8	-9	-1
Cc1ccc(C(=O)OCC(=O)NC2CC2)s1
→ 0.3	-11	-4	2	-5	0.8	5	13	-2

Source: PubChem (The Scripps Research Institute Molecular Screening Center)

An unsorted share of the library; overall some 3.3% were active at least once.
